MsrA act = activators of bovine methionine sulfoxide reductase A | purified bovine MsrA, absorbance read-out | activation, % at 10.6 µM | actives 0.3% (n = 360,000) | AID 602163; in the data active = activation above about 7.5%;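 also: 0% = vehicle and 100% = reference activator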
CendR NRP1 mod = modulators of CendR peptide binding to human neuropilin-1. actives 0.85% (n = 360,000). AID 602438. inhibition, % at 25 µM. FAM-RPARPAR peptide binding to NRP-1, fluorescence polarization;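 active = inhibition or corrected inhibition above about 18%, plus a signal ratio from 0.5 to 1.5, limit read from the data, passing the limit was not always enough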; also: strong numbers were not always called active
Target sequence (O14786 whole entry, looked up): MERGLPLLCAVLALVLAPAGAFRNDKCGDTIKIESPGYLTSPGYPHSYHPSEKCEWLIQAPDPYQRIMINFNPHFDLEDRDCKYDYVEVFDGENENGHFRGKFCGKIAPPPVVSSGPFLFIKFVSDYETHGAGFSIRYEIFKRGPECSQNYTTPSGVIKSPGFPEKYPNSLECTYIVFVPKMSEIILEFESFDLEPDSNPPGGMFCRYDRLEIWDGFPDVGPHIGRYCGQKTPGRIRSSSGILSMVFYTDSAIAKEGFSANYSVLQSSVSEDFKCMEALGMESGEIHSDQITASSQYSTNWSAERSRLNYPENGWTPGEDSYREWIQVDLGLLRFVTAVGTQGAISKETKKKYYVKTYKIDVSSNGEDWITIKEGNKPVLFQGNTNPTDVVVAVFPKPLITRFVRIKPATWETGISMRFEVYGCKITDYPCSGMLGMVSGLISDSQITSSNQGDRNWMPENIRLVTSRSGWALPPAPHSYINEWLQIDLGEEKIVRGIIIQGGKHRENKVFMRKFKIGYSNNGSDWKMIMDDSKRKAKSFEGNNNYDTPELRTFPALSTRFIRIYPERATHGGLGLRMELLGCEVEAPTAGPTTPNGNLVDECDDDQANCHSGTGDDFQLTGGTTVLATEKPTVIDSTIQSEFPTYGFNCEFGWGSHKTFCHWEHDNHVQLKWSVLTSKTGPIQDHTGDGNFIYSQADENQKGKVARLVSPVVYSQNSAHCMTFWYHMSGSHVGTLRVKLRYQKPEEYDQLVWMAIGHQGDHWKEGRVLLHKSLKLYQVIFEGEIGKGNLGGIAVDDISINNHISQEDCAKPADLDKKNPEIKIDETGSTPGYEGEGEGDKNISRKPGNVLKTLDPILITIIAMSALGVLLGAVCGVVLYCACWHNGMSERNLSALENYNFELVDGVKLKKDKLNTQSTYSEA
MsrA inh = inhibits bovine methionine sulfoxide reductase A; purified bovine MsrA, absorbance read-out; inhibition, % at 15.5 µM; AID 651718; actives 0.75% (n = 360,000); in the data active = inhibition above about 4.5%;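 also: 0% = vehicle wells with enzyme and 100% = reference inhibitor wells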
E coli Lon inh = E. coli protease La inhibition. purified E. coli Lon protease, fluorescence polarization. actives 0.42% (n = 360,000). P0A9M0. inhibition, % at 7.94 µM. AID 602123; in the data active = inhibition above about 13%, passing the limit was not always enough;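 also: 0% = enzyme with probe and DMSO and 100% = no enzyme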
MT1-MMP act inh = MT1-MMP (human) activation inhibition; P50281; HT1080 RFP-PRO-GFP cells, GFP/RFP ratio fluorescence, overnight; percent of plate control window, DMSO zero; GFP/RFP ratio change, % at 20 µM; actives 0.061% (n = 360,000); AID 651647;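 active = GFP/RFP ratio change of at least 30% with cell ATP level not reduced by more than half and red fluorescence within 50% of control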; also: strong numbers were not always called active
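Test system: HT1080 cells expressing an RFP-PRO-GFP fluorescent reporter construct / Compound dosing: single-point 20 µM compound, 1% DMSO / Schedule: cells overnight before dosing, compound overnight, 37 °C, 5% CO2 / Evaluation: GFP/RFP fluorescence ratio / Control set: DMSO and RFP-L50D-GFP cell wells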
MLLE-PAM2 inh = blocks PAM2 peptide binding to the PABP1 MLLE domain; P11940; GST-MLLE / FITC-PAM2 fluorescence polarization; inhibition, % at 20 µM; actives 0.36% (n = 360,000); AID 588489; in the data active = inhibition above about 35%, passing the limit was not always enough;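 also: plate controls were DMSO wells with GST-MLLE for no effect and wells lacking GST-MLLE protein for full effect; some results filed as inactive read as strong as hits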
FAS TE block = blocks the thioesterase domain of human fatty acid synthase | P49327 | recombinant FAS-TE, OMFH fluorogenic substrate, fluorescence endpoint | inhibition, % at 15 µM | actives 0.67% (n = 360,000) | AID 602261;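 active = compounds whose normalised, plate-corrected inhibition of enzyme fluorescence in the single-dose primary screen is 50% or more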;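 also: 0% = DMSO with enzyme and 100% = substrate without enzyme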
TbMetRS inhib = Trypanosoma brucei MetRS inhibition. actives 0.4% (n = 360,000). purified T. brucei MetRS, ATP depletion, Kinase-Glo luminescence. inhibition, % at 11.9 µM. AID 624268;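 active = inhibition above a per-plate cutoff of the control wells' mean inhibition plus 3 SD, cut at about 5.5% in these data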;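 also: 0% = DMSO wells median and 100% = median of wells with control inhibitor compound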
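Measured by: Kinase-Glo luciferase luminescence reporting remaining unconsumed ATP. Material: purified T. brucei MetRS enzyme. Doses: 11.9 µM compound single dose, 0.9% DMSO. Medium: HEPES buffer containing pyrophosphatase, BSA, spermine, DTT. Times: 15 min preincubation, 2 h reaction, all 25 °C. Reagent: methionine, ATP and bulk E. coli tRNA.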
SKN-1 inh = inhibitors of C. elegans SKN-1; C. elegans VP596 Pgst-4::GFP/RFP ratio, acrylamide-induced, 24 h; AID 624304; inhibition, % at 21.8 µM; actives 0.49% (n = 360,000);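 active = interference check ratio from 0.5 to 1.5 plus GFP to RFP signal ratio inhibition reaching or exceeding a fixed threshold, cut at about 30% in these data, passing the limit was not always enough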; also: some compounds called inactive have numbers as strong as hits
* = called active by the depositor; i = inactive; . = no result given. Compounds as they come. Share with any hit: about 4%.

SMILES	MsrA act	CendR NRP1 mod	MsrA inh	E coli Lon inh	MT1-MMP act inh	MLLE-PAM2 inh	FAS TE block	TbMetRS inhib	SKN-1 inh
CCc1ccc(NC(=O)c2cc3c(C)nc4ccccc4c3o2)cc1	0	-2	0.4	-3	4	-11	10	0.2	9
Cc1ccc(CSc2nncn2-c2ccccn2)cc1	-1	-6	-2.5	0	5	12	-6	0.1	-19
CC(=O)Nc1c(O)n(C)c2ccccc12	-7	-5	1.2	11	-1	8	-9	-1.0	5
CCC1CCCCN1S(=O)(=O)c1ccc(NC(=O)c2ccncc2)cc1 (stereo not drawn)	-2	-12	-1.1	-8	5	5	3	0.2	18
CC1(C)CC(C)(c2ccc(O)cc2O)N(c2cccc(Cl)c2)C(=S)N1 (stereo not drawn)	2	-9	0.7	0	-7	29	-2	-0.2	-3
CCC(COC(=O)Nc1ccccc1)NC(=O)OC(C)C (stereo not drawn)	-2	3	0.8	6	2	5	-4	-0.5	1
N#CC1(CCCN2CCCCC2)c2ccccc2CCc2ccccc21	2	4	0.5	6	0	-4	4	0.9	-8
Cc1ccsc1/C=N/NC(=O)C(O)c1ccccc1 (stereo not drawn)	-4	2	1.2	-9	0	7	-4	-0.8	15
CC(O)CNc1nc2c(c(=O)n(C)c(=O)n2C)n1Cc1cccc(Br)c1 (stereo not drawn)	-12	6	-0.3	2	6	-10	-5	0.5	-12
CCOC(=O)[C@]12CCCC=C1N(Cc1ccc(Cl)cc1Cl)C(=O)[C@H](CC(=O)NCCCN1CCCC1=O)C2	-1	11	-0.5	-3	3	.	-14	-0.6	11
O=C(NCCCN1CCCC1)c1ccc2c(c1)N(Cc1ccccc1F)C(=O)c1ccccc1S2(=O)=O	0	-1	0.3	-1	-4	2	-6	0.6	3
NS(=O)(=O)c1ccc(Oc2ccc(S(N)(=O)=O)cc2)cc1	-1	10	0.1	7	2	-8	-4	-0.6	8

One compound at a time (already shown):
Shown for NS(=O)(=O)c1ccc(Oc2ccc(S(N)(=O)=O)cc2)cc1 → MsrA act = -1; CendR NRP1 mod = 10; MsrA inh = 0.1; E coli Lon inh = 7; MT1-MMP act inh = 2; MLLE-PAM2 inh = -8; FAS TE block = -4; TbMetRS inhib = -0.6; SKN-1 inh = 8
Shown for CCC1CCCCN1S(=O)(=O)c1ccc(NC(=O)c2ccncc2)cc1 (stereo not drawn) → MsrA act = -2; CendR NRP1 mod = -12; MsrA inh = -1.1; E coli Lon inh = -8; MT1-MMP act inh = 5; MLLE-PAM2 inh = 5; FAS TE block = 3; TbMetRS inhib = 0.2; SKN-1 inh = 18

Next part:
SMILES	MsrA act	CendR NRP1 mod	MsrA inh	E coli Lon inh	MT1-MMP act inh	MLLE-PAM2 inh	FAS TE block	TbMetRS inhib	SKN-1 inh
COc1ccc(OC)c(/C=C2\N=C(c3ccccc3)OC2=O)c1	-1	126	0.2	5	-3	i	61*	-0.6	3
Cc1ccccc1NC(=S)N(Cc1ccco1)C(C)c1ccccn1 (stereo not drawn)	-3	-2	0.2	4	-1	9	1	-0.2	-8
CC(C)(C)C(=O)Cn1c(=N)n(Cc2ccccc2)c2ccccc21	3	13	0.3	9	-8	19	10	-0.5	7
COc1ccc(-c2noc(CSc3nc4sc(C)c(C)c4c(=O)n3-c3ccccc3)n2)cc1OC	1	3	-0.5	-9	-2	-1	20	-1.1	-1
Cc1c(CC(=O)N2CCN(C(=O)C3COc4ccccc4O3)CC2)c(=O)oc2cc(O)cc(O)c12 (stereo not drawn)	-5	2	2.1	-4	2	8	-8	0.1	12
CSCC[C@H](NC(=O)OC(C)(C)C)C(=O)N1CCC(C(=O)N[C@@H](C)C(=O)O)CC1	-1	2	.	-4	2	-6	-6	0.0	1
CCc1ccc(N(CC(=O)N2CCCCCC2)S(C)(=O)=O)cc1	1	-9	0.3	-7	-5	-14	-5	-1.0	-8
O=C(CC1CCC1)NC(c1ccccc1)c1ccccc1	-3	-4	2.6	-6	-2	8	3	-0.3	-5
CCOC(=O)C(NC(=O)CC)C(O)c1cccc([N+](=O)[O-])c1 (stereo not drawn)	-1	-3	1.3	1	0	0	-6	-0.3	14
CCOc1ccc(NC(=S)NC(=O)c2ccco2)cc1	-3	2	0.1	8	1	34	-1	-1.2	-2
COc1ccc(CNC(=O)C2CC(c3ccccc3[N+](=O)[O-])=NO2)cc1 (stereo not drawn)	-11	-90	-0.7	4	-8	6	-10	-0.5	4
CN1CCN(CCNC(=O)Cn2c(=O)c3cccn3c3ccc(F)cc32)CC1	-10	0	1.3	-8	-3	-9	-6	-0.8	-2
COc1ccccc1S(=O)(=O)Nc1ccc(S(=O)(=O)Nc2nccs2)cc1	-6	4	0.8	-6	-3	8	-5	-0.3	-19
Cc1cc(C)c2cc(C#N)c(NCCNC(=O)c3ccccc3)nc2c1	.	9	0.4	.	13	.	.	-0.7	-6
Cc1cc(C)cc(-n2ncc3c2CCCC3NC(=O)c2cc(C)oc2C)c1 (stereo not drawn)	-4	-3	-1.3	-2	-7	1	8	-0.2	3
COC(=O)c1ccc(CNC(=O)COC(=O)COc2ccc(OC)cc2)cc1	3	-7	-0.7	2	1	-6	-3	-0.1	-2
O=C(NCCOc1cccc(Cl)c1Cl)c1cc(-n2cnnc2)ccc1Cl	-3	-7	.	5	-1	-114	7	-0.5	5
O=C(NCc1ccc2c(c1)OCO2)c1c[nH]c2ccc(S(=O)(=O)N3CCOCC3)cc2c1=O	-2	-1	1.3	-11	4	-1	-3	0.0	7
CC1C(=O)N(Cc2cn(CCC3OCCO3)nn2)CCS(=O)(=O)N1Cc1ccc(-c2ccc(Cl)c(Cl)c2)cc1 (stereo not drawn)	-2	7	-1.9	-9	-2	7	26	-0.7	-11
CCC(C)N(C(=O)COC(=O)/C=C/c1ccc(O)c(OC)c1)C1CCS(=O)(=O)C1 (stereo not drawn)	-9	-11	3.7	-4	-1	-10	-8	-0.8	-13
COC(=O)C1[C@H]2SC(C)(C)C(C(=O)OC)N2C(=O)N1Cc1nc2ccccc2s1 (stereo partly drawn)	-3	4	1.2	-4	-1	10	-4	0.1	20
Cc1ccc(NC(=O)c2c(C)nc3ccccn23)cc1C	-4	11	0.7	-1	4	-7	-3	-0.6	6
O=C(NCCNC(=O)c1ccccn1)c1ccc(-c2ccccc2)cc1	-6	0	1.6	9	-1	-6	0	-0.9	-4
CCOC(=O)C1CCN(CCC(=O)Nc2cc(C)ccc2C)CC1	-1	-10	2.1	2	0	1	-6	-0.3	14
CCOc1ccc(NC(=O)COc2cccc3cccnc23)cc1S(=O)(=O)N1CCCC1	-4	4	-0.4	-7	-7	-55	4	0.0	-3
CC(=O)Oc1ccc([C@@H]2COc3c(ccc4c3C=CC(C)(C)O4)C2)c(OC(C)=O)c1	-3	-4	-0.3	-3	2	-5	21	-1.0	10
CCCc1cc(=O)oc2cc(OCC(=O)NCCN3CCOCC3)c(Cl)cc12	-2	-10	2.6	-17	-4	7	-6	0.2	20
COc1ccc(C(=O)Nc2cccc(-c3ccc4nncn4n3)c2)cc1OC	2	-5	-0.8	-6	2	-2	-4	-0.3	-12
CCN(Cc1ccccc1)C(=O)C(C)OC(=O)c1cc(S(=O)(=O)Nc2c(C)n(C)n(-c3ccccc3)c2=O)ccc1C (stereo not drawn)	1	6	-0.3	0	0	-42	2	-0.2	10
Cc1nc2ccc(NC(=O)c3ccc(Cl)c(NC(=O)c4cccs4)c3)cc2s1	-12	-14	0.8	-15	0	-8	10	-2.1	-32
O=C1c2ccccc2C(=O)N1c1cccc(-c2nc3ccccc3o2)c1	7	14	0.2	-2	-26	-4	0	-0.2	1
O=C(NC1CCCCC1)C(c1ccc(F)cc1)N(C(=O)Cc1ccsc1)c1ccc(F)cc1 (stereo not drawn)	-2	-6	-1.1	1	6	11	-7	-0.6	14
CCC(C)(C)NC(=O)Cc1ccc(Cl)cc1	-13	-8	0.7	13	0	-3	-2	-1.4	6
CCOC(=O)Cc1cnc(NC(=O)c2ccccc2)s1	-1	3	0.0	-3	2	3	-5	-0.3	-10
Cc1ccnc(NCc2ccc(Cl)cc2)c1	-3	10	-1.0	-2	1	4	-2	3.5	14
COC(=O)C1=NNCC12CC(=O)N(c1ccc(Br)cc1)C2=O (stereo not drawn)	-7	-17	0.4	7	9	-11	-13	-1.3	0
Cc1ccc(C(=O)N/N=C\c2ccc(-c3ccc(Cl)c(Cl)c3)o2)cn1	-2	-3	0.8	3	4	-13	10	-0.6	10
CC(C)Cc1nc2ccccc2n1CCc1ccccc1	-5	8	-0.2	0	-2	-4	5	0.0	12
Cc1nnc(NC(=O)C2(c3ccccc3)CCOCC2)s1	-10	3	1.7	-2	-4	5	-16	-0.8	2
COCOCCn1cc(CN2CCS(=O)(=O)N(Cc3ccc(-c4ccc(Cl)nc4)cc3)C(C)C2=O)nn1 (stereo not drawn)	-6	1	0.1	-8	4	7	-10	0.3	-6
CC(CCCC(C)(C)O)NC(=O)c1cc(COc2ccc3ncccc3c2)on1 (stereo not drawn)	-4	-3	-0.6	1	-8	12	-3	-0.1	-1
C[C@H](NC(=O)OCc1ccccc1)C(=O)NNC(=O)[C@H](Cc1ccccc1)NC(=O)OC(C)(C)C	-4	9	-1.1	-8	-4	-4	-4	-0.2	3

In the list so far, these contain four or more nitrogen atoms:
SMILES	MsrA act	CendR NRP1 mod	MsrA inh	E coli Lon inh	MT1-MMP act inh	MLLE-PAM2 inh	FAS TE block	TbMetRS inhib	SKN-1 inh
Cc1ccc(CSc2nncn2-c2ccccn2)cc1	-1	-6	-2.5	0	5	12	-6	0.1	-19
CC(O)CNc1nc2c(c(=O)n(C)c(=O)n2C)n1Cc1cccc(Br)c1 (stereo not drawn)	-12	6	-0.3	2	6	-10	-5	0.5	-12
COc1ccc(-c2noc(CSc3nc4sc(C)c(C)c4c(=O)n3-c3ccccc3)n2)cc1OC	1	3	-0.5	-9	-2	-1	20	-1.1	-1
CN1CCN(CCNC(=O)Cn2c(=O)c3cccn3c3ccc(F)cc32)CC1	-10	0	1.3	-8	-3	-9	-6	-0.8	-2
Cc1cc(C)c2cc(C#N)c(NCCNC(=O)c3ccccc3)nc2c1	.	9	0.4	.	13	.	.	-0.7	-6
O=C(NCCOc1cccc(Cl)c1Cl)c1cc(-n2cnnc2)ccc1Cl	-3	-7	.	5	-1	-114	7	-0.5	5
CC1C(=O)N(Cc2cn(CCC3OCCO3)nn2)CCS(=O)(=O)N1Cc1ccc(-c2ccc(Cl)c(Cl)c2)cc1 (stereo not drawn)	-2	7	-1.9	-9	-2	7	26	-0.7	-11
COc1ccc(C(=O)Nc2cccc(-c3ccc4nncn4n3)c2)cc1OC	2	-5	-0.8	-6	2	-2	-4	-0.3	-12
CCN(Cc1ccccc1)C(=O)C(C)OC(=O)c1cc(S(=O)(=O)Nc2c(C)n(C)n(-c3ccccc3)c2=O)ccc1C (stereo not drawn)	1	6	-0.3	0	0	-42	2	-0.2	10
COCOCCn1cc(CN2CCS(=O)(=O)N(Cc3ccc(-c4ccc(Cl)nc4)cc3)C(C)C2=O)nn1 (stereo not drawn)	-6	1	0.1	-8	4	7	-10	0.3	-6
C[C@H](NC(=O)OCc1ccccc1)C(=O)NNC(=O)[C@H](Cc1ccccc1)NC(=O)OC(C)(C)C	-4	9	-1.1	-8	-4	-4	-4	-0.2	3
